# Kir21 block: blocks the mouse Kir2.1 inward-rectifier potassium channel. B-score at 10 µM. HEK293-Kir2.1, FluxOR thallium flux fluorescence; active compounds read low. actives 0.85% (n = 310,000). P35561;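 active means fluorescence ratio B-score at or below minus 3 SD of library scores, with starting-brightness B-score within 2 SD, cut at about -4.2 in these data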;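 further: channel flux triggered by added potassium and thallium sulfate stimulus; B-score of peak minus minimum fluorescence over baseline after thallium stimulus; more negative B-score means stronger Kir2.1 block with less thallium influx; some compounds called inactive have numbers as strong as hits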
# CHT inh: human CHT choline transport inhibition | CHT-expressing cells, membrane potential dye, choline response; active compounds read low | Q9GZV3 | actives 0.86% (n = 310,000) | AID 488975 | B-score at 10 µM;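 active means B-score over 3 SD under the library average, and starting fluorescence ratio not unusually high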;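 further: choline stimulus applied at its EC90 after an EC20 pre-addition; B-score computed on integrated fluorescence ratio after choline addition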
# KCNQ2 inh: KCNQ2 potassium channel inhibitors, primary screen, cell-based, CHO-K1, FluxOR thallium flux, B-score (AID 2156); O88943; 20 min; active compounds read low; B-score at 10 µM; actives 1.1% (n = 310,000);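 active means fluorescence ratio B-score at most minus 3 library SDs, with starting brightness B-score within 2 library SDs, cut at about -5.5 in these data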
# Target sequence (O88943 whole entry, looked up): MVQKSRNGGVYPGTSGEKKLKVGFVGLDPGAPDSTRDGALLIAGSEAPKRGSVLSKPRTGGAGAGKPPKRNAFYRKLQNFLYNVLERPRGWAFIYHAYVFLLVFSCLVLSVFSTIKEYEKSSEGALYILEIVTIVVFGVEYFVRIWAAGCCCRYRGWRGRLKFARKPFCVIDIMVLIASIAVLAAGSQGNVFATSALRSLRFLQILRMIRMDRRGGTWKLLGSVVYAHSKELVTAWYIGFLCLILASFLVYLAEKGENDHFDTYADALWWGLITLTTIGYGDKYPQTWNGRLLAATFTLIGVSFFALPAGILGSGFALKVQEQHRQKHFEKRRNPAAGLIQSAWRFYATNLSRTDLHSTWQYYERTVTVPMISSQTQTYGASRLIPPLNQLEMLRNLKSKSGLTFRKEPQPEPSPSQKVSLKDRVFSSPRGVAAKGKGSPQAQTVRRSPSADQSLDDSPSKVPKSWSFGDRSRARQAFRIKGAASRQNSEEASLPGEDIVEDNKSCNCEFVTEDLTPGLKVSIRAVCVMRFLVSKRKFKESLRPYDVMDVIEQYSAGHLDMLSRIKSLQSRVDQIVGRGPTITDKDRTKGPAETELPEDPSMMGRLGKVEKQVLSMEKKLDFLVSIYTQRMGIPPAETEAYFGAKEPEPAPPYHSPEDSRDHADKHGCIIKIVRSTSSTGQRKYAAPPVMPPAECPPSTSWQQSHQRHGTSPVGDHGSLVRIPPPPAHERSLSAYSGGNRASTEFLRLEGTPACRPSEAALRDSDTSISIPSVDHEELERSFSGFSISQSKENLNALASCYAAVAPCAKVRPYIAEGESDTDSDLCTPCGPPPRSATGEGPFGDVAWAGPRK
# Active calls of the source: *; i = inactive; x = not tested or not shown.
Kir21 block	KCNQ2 inh	CHT inh	Compound
1.2	i	i	COc1ccc(N2CCN(C(=O)c3c(Cl)cnn3C)CC2)cc1
0.75	i	i	Cc1cc(NC(=O)CSc2nnc3ccccn23)no1
-0.56	i	i	O=C(NS(=O)(=O)Oc1ccccc1F)OC[C@@H]1CCCN2CCCCC12 (some centres not stated)
0.23	i	i	COc1ccccc1/C(C)=N/NC(=S)NCc1ccccc1
0.31	i	i	CC(c1ccco1)N(C(=O)c1ccc(F)cc1)c1ccccn1 (configuration not stated)
0.38	i	i	COc1ccc(/C=N/NC2=NCCCCC2)c(OC)c1
0.1	i	i	CCCCNC(=O)c1cn(C)c2ccc(S(=O)(=O)N3CCCC3)cc2c1=O
-0.38	i	i	CCCCN(C)C(=O)c1nc2ccccn2c1CN(C)Cc1csc(C)n1
-0.01	i	i	Cc1cc(C(F)(F)F)c(C#N)c(Sc2ccccc2)n1
0.26	i	i	CC(=O)Nc1cccc(NC(=O)c2cc(-c3cccnc3)nc3ccc(Br)cc23)c1

# (further entries)
Kir21 block	KCNQ2 inh	CHT inh	Compound
0.71	i	i	CN1CCN(C(=O)c2ccc(F)c(F)c2)CC1
-0.03	i	i	O=C(O)/C=C/C(=O)NNc1ncnc2ccccc12
0.09	i	i	CN(Cc1ccccc1)C(=O)C1CCN(S(=O)(=O)c2ccc(-n3cnnn3)cc2)CC1
1	i	i	CCN1CCN(C(=O)N(c2ccccc2)c2ccccc2)CC1
0.89	i	i	CS(=O)(=O)N1CCN(C(=O)NC2CCCCC2)CC1
-9.65*	i	i	CC1CCN(CCCCOc2ccccc2-c2ccccc2)CC1
-1.73	i	i	COc1ccc(CCn2c(=O)c3cccnc3n(Cc3cccc([N+](=O)[O-])c3)c2=O)cc1OC
1.45	i	i	COc1ccc(NC(=O)CN(C)C(=O)C(C)N2C(=O)c3ccccc3C2=O)cc1 (configuration not stated)
-0.09	i	i	CCCc1nnc(SCC(=O)Nc2cccc(C(F)(F)F)c2)o1
0.59	i	i	COc1ccccc1N1CCN(/N=C\c2ccccc2)CC1

# Next section
Kir21 block	KCNQ2 inh	CHT inh	Compound
-1.61	i	i	Cc1ccccc1S(=O)(=O)c1c(C)cc(C)n(C)c1=O
0.02	-6.95*	i	Cn1cnc2c(NCc3ccco3)ncnc21
0.04	i	i	CCC(C)NC(=O)c1ccc(NC(=O)C2=C(C)OCCS2)cc1 (configuration not stated)
-0.18	i	i	CCc1nnc(NC(=O)CSc2nc(C)c3c(c2C#N)CCCC3)s1
-0.75	i	i	O=C(NCCN1CCOCC1)c1ccc2c(c1)N(Cc1ccccc1F)C(=O)c1ccccc1S2(=O)=O
-0.81	i	i	O=C(Nc1ccon1)c1ccc2c(c1)OCO2
3.2	i	i	CC1=NN(c2ccccc2)C(=O)/C1=C/N(C)C
-3.15	i	i	COc1ccc(Oc2ncccc2[N+](=O)[O-])cc1
-2.42	i	i	CC(=O)Nc1ccc(C)cc1NC(C)=O
-0.9	i	i	COC(=O)CC(NC(=O)c1ccco1)c1cccc2ccccc12 (configuration not stated)

# Going on with the list:
Kir21 block	KCNQ2 inh	CHT inh	Compound
0.34	i	i	Cn1c(SCC(=O)NC2CC2)nnc1-c1cccs1
0.01	i	i	O=C(Nc1ccc(F)cc1)c1ccccc1F
0.86	i	i	O=C(O)c1ccccc1SCC(=O)N1c2ccccc2Sc2ccccc21
-0.01	i	i	COc1ccc(NC(=O)CN(C)C(=O)c2cnc(Cl)c(Cl)c2)cc1
-2.3	i	i	Cc1ccc2oc(=O)c(/C=C(\O)c3sc(C)nc3C)nc2c1
-0.02	i	i	CCC(=O)Nc1cccc(C2=NOC3(C2)C[C@H](C(N)=O)N(C(=O)CC#N)C3)c1 (some centres not stated)
2	i	i	O=C(CCl)NC1CCCc2ccccc21 (configuration not stated)
-0.56	i	i	C=C1CCN([C@@H](CC(C)C)C(=O)Nc2nc3ccc(Cl)cc3s2)S(=O)(=O)c2ccccc21
1.96	i	i	CC1=C(C(=O)OCc2ccccc2)C(/C=C/c2ccccc2)N2C(=O)CCSC2=N1 (configuration not stated)
-1.32	i	i	N#CC1=C(N)Oc2nc[nH]c(=O)c2C1c1cccs1 (configuration not stated)

# 5 compounds picked at random from the list so far:
Kir21 block	KCNQ2 inh	CHT inh	Compound
-1.61	i	i	Cc1ccccc1S(=O)(=O)c1c(C)cc(C)n(C)c1=O
-2.3	i	i	Cc1ccc2oc(=O)c(/C=C(\O)c3sc(C)nc3C)nc2c1
0.04	i	i	CCC(C)NC(=O)c1ccc(NC(=O)C2=C(C)OCCS2)cc1 (configuration not stated)
0.01	i	i	O=C(Nc1ccc(F)cc1)c1ccccc1F
-0.01	i	i	Cc1cc(C(F)(F)F)c(C#N)c(Sc2ccccc2)n1

# Following part.
Kir21 block	KCNQ2 inh	CHT inh	Compound
-0.1	i	i	C=CCOc1ccccc1CN(CCc1ccccc1)C(=O)c1cccc(S(C)(=O)=O)c1
0.13	i	i	O=C(CN(c1cc(C(F)(F)F)ccc1Cl)S(=O)(=O)c1ccccc1)NCc1cccnc1
0.27	i	i	CCc1ccc(-c2nc(CS(=O)CC(=O)NCCCN3CCC(C)CC3)c(C)o2)cc1 (configuration not stated)
-1.35	i	i	CCOCCCNc1nc2c(c(=O)[nH]c(=O)n2C)n1CCCc1ccccc1
-0.37	i	i	O=C(CSc1n[nH]c(-c2cccnc2)n1)Nc1ccc(Br)cc1
1.57	i	i	CC(C)Oc1cccc(C2NC(=O)c3ccccc3O2)c1 (configuration not stated)
0.94	i	i	CCn1c(SCC(=O)NNC(=O)c2ccccc2)nnc1-c1ccncc1
0	i	i	CN1CCN(CC(=O)Nc2ccc([N+](=O)[O-])cc2Br)CC1
-0.36	i	i	CC(C)NC(=O)c1cc2c(-c3ccc(Cl)cc3)nn(C)c2s1
3.77	i	i	Cc1ccc(NC(=O)C2CCN(S(=O)(=O)c3c(C)noc3/C=C/c3ccco3)CC2)nc1

# Among those listed so far, these contain a COOH group:
Kir21 block	KCNQ2 inh	CHT inh	Compound
-0.03	i	i	O=C(O)/C=C/C(=O)NNc1ncnc2ccccc12
0.86	i	i	O=C(O)c1ccccc1SCC(=O)N1c2ccccc2Sc2ccccc21

# (listing goes on)
Kir21 block	KCNQ2 inh	CHT inh	Compound
0.53	i	i	COc1ccc(N2CCN(C(=O)CSc3nc4[nH]ncc4c(=O)n3-c3cccc4ccccc34)CC2)cc1
0.07	i	i	O=C1NN(c2cccc(Br)c2)C(=O)/C1=C\c1ccc(O)cc1
-3.32	i	i	CCc1cc(-c2onc(C)c2-c2cscn2)c(O)cc1OC
-0.05	i	i	CCc1ccc2oc(C(=O)NCCc3ccc(S(N)(=O)=O)cc3)cc(=O)c2c1
-1.65	i	i	O=C(NCc1ccccn1)C1CCN(S(=O)(=O)N2CCCC2)CC1
0.13	i	i	CCN(CC)S(=O)(=O)c1ccc(C(=O)OCn2nnc3ccccc3c2=O)cc1
-1.53	i	i	O=C(CN1CCN(Cc2ccc(Cl)cc2)CC1)N/N=C/c1ccncc1
0.72	i	i	CC(OC(=O)c1ccc(NC(=O)CC#N)cc1)C(=O)Nc1ccc(Oc2ccccc2)cc1 (configuration not stated)
1.88	i	i	COc1ccc(/C=C2\N=C(SC)SC2=O)cc1OC
-0.12	i	i	CCN(CC)S(=O)(=O)c1ccc(NCCc2ccccn2)nc1

# Continuation:
Kir21 block	KCNQ2 inh	CHT inh	Compound
-1.03	i	i	COc1ccccc1CCC(=O)OCC(=O)Nc1cc(C)nn1-c1ccccc1
0.46	i	i	CCOC(=O)N1CCN(C(=S)NC(=O)c2cc(Br)ccc2Cl)CC1
-1.67	i	i	Cn1nc(C(=O)OCC(=O)N2CCc3ccccc32)c2ccccc2c1=O
0.94	i	i	CC(C)(C)c1ccc(C(=O)c2c[nH]c(C(=O)NCC3CCCO3)c2)cc1 (configuration not stated)
0.42	i	i	CCc1ccc(OCC(=O)NNC(=O)CSc2ncnc3sc(C)c(C)c23)cc1
0.5	i	i	CCN(CC)C(=O)c1cnn(-c2ccccc2)c1NC(=O)c1ccco1
-0.45	i	i	CSc1nnnn1-c1c(C)cc(C)cc1C
2	i	i	CCn1cc(C(=O)NCc2ccc(Cl)cc2)c(=O)c2cc(S(=O)(=O)N(C)C)ccc21
-5.18*	i	i	Cc1c(C#N)c(N)c(C(=O)c2ccccc2)n1Cc1ccccc1
-0.03	i	i	COc1cccc(NC(=O)c2cc([N+](=O)[O-])ccc2NC(=O)CNCC2CCCO2)c1 (configuration not stated)

# (next part)
Kir21 block	KCNQ2 inh	CHT inh	Compound
2.06	i	i	N#CCC(=O)Nc1ccc(C(=O)OCC(=O)N2CCCC2=O)cc1
-1.34	i	i	Cc1cc(=O)[nH]c(SCC(=O)N2CCCCC2)n1
0.46	i	i	Cc1nc2nc(SCC(=O)NCc3ccco3)nn2c(C)c1Cc1c(F)cccc1Cl
1.2	i	i	COCCCN1CN=C(NS(=O)(=O)c2ccc(C)cc2)NC1
-0.03	i	i	Cc1nc2ncccn2c1-c1csc(Nc2ccccc2)n1
0.3	i	i	O=C(CSCC(=O)N1CCCc2ccccc21)Nc1nc(-c2ccccc2)cs1
0.73	i	i	COc1cccc(O)c1CN1CCC(C(=O)Nc2ccc(-c3cccc(C)c3)cc2)CC1
-0.58	i	i	CCC(C)(C)n1nnnc1C(c1ccc(O)cc1)N1CCc2ccccc2C1 (configuration not stated)
0.55	i	i	O=C(CCC(=O)c1cccs1)Nc1ccc(N2CCCCC2)cc1
0.35	i	i	CCOC(=O)N1CCN(C(=O)c2oc3ccc(S(=O)(=O)N4CCOCC4)cc3c2C)CC1

# Following part.
Kir21 block	KCNQ2 inh	CHT inh	Compound
-0.07	i	i	Nc1c(/C=C2/C=CC(=O)C(O)=C2)c(=O)nc2sc(CC(=O)N3CCCC3)nn12
0.38	i	i	CCOc1ccc(-n2c(SCC(=O)NCc3ccco3)nnc2-c2c[nH]c3ccccc23)cc1
0.76	i	i	O=C(/C=C/c1ccco1)Nc1cccc(NC(=O)/C=C/c2ccco2)n1
1.15	i	i	COc1ccc(C(=O)NC2CCc3ccccc32)cc1OC1CCN(C(C)=O)CC1 (configuration not stated)
0.01	i	i	CCN1C(=NCCN2CCOCC2)N[C@@H](c2ccccc2)C(C(=O)OC)=C1C
-1.19	i	i	C[C@H](NC(=O)c1nc[nH]c1C(=O)NCCCCCN)C(=O)OC(C)(C)C
0.84	i	i	Cc1nc(-c2nnc(SCC(=O)Nc3ccc(Cl)cc3)n2C)cs1
-1.17	i	i	CCN(CC)c1ccc(/C=N/N2CCN(Cc3ccc(Cl)cc3)CC2)c(O)c1
-0.87	i	i	C=C(C)COc1ccc(-c2ncncc2-c2ccccc2)c(O)c1
1	i	x	O=C(CSc1nc(NS(=O)(=O)c2ccccc2)cc(=O)[nH]1)Nc1ccccc1Cl

# Remaining list, next part:
Kir21 block	KCNQ2 inh	CHT inh	Compound
2.45	i	i	Cc1noc(NS(=O)(=O)c2ccc(NC(=O)/C=C/c3ccc(C(C)C)cc3)cc2)c1C
0.26	i	i	O=C(N/N=C/c1ccc([N+](=O)[O-])cc1)C(=O)N1CCCC1
-0.64	i	i	CCOc1ccccc1Nc1nnc(SCc2ccc(C(=O)OC)o2)s1
0.24	i	i	CCOc1ccc(C(CC(=O)O)NC(=O)C(CC)c2ccccc2)cc1 (configuration not stated)
-1.69	i	i	CCOc1ccc2nc(SCC(=O)NCc3ccccc3)[nH]c2c1
1.65	i	i	O=C(CSc1ncnc2c1oc1ccccc12)NCC1CCCO1 (configuration not stated)
-0.27	i	i	CCn1c(=O)c2cc(C(=O)NCCOC)sc2c2ccccc21
-1.14	i	i	CC1CN(c2oc(-c3ccco3)nc2C#N)CC(C)O1 (configuration not stated)
2.56	i	i	COc1ccc(NS(=O)(=O)c2ccc(NS(=O)(=O)c3cccc(C(=O)O)c3)cc2)cc1
2.16	i	i	COc1ccc(N2CC(C(=O)N3CCN(c4ccccc4F)CC3)CC2=O)cc1 (configuration not stated)

# Carrying on:
Kir21 block	KCNQ2 inh	CHT inh	Compound
0.35	i	x	Cc1ccc(S(=O)(=O)N(CC(=O)Nc2ccc(C)c(Cl)c2)C(=O)N2CCN(C)CC2)cc1
0.17	i	i	c1ccc(-n2c(-c3ccco3)nnc2-c2ccco2)cc1
0.2	i	i	O=C(O)c1cc(NS(=O)(=O)c2ccc(N3CCOCC3)c([N+](=O)[O-])c2)cc(C(=O)O)c1
-0.65	i	i	CCOC(=O)C1C(=O)CC(C)(O)C(C(=O)OCC)C1c1cccc(OC(F)(F)C(F)F)c1 (configuration not stated)
0.37	i	i	CCOc1ccc(C(=O)NC2CC3CCCC(C2)N3CC(C)C)cc1 (configuration not stated)
-1.09	i	i	Cc1ccc2nc(N3C(=O)C(O)=C(C(=O)c4cc5ccccc5o4)C3c3cccs3)sc2c1 (configuration not stated)
-0.14	i	i	NS(=O)(=O)c1ccc(N=Nc2c(O)ccc3ccccc23)cc1
1.58	i	i	O=[N+]([O-])c1cccc(/C=N/N2CCN(c3ccccn3)CC2)c1
0.1	i	i	COc1cccc(/C=N/NC(=O)c2ccc(=O)n(C)c2)c1OC
1.83	i	i	O=C(c1ccccc1)N1CCc2ccccc21

# (next part)
Kir21 block	KCNQ2 inh	CHT inh	Compound
0.35	i	i	Cc1ccccc1NC(=O)CSC1=C(C#N)C(c2ccsc2)CC(=O)N1 (configuration not stated)
-0.77	i	i	COc1cccc(/C=C(/C(=O)OCC(N)=O)c2ccccc2)c1
0.66	i	i	NC1=NC(=O)/C(=C\c2ccco2)S1
-0.12	i	i	CN1CCN(c2nc3c(c(=O)n(C)c(=O)n3C)n2CC(=O)C23CC4CC(CC(C4)C2)C3)CC1
-1.33	i	i	COc1ccc(C(C)=O)cc1COc1ccc(-n2cnnn2)cc1
